# From PubChem BioAssay
# SENP8 block: human SENP8 protease inhibitors, primary screen, biochemical, fluorescence, Nedd8 protein substrate, uHTS. inhibition, % at 20 µM. Sentrin-specific protease 8 (Homo sapiens), Q96LD8. AID 602440, 2012. recombinant SENP8. 360,000 compounds, 0.64% hits; in the data active = inhibition mostly above about 40%, no sharp cut-off; inactive = mostly below about 27%
# Target sequence (Q96LD8 whole entry, looked up): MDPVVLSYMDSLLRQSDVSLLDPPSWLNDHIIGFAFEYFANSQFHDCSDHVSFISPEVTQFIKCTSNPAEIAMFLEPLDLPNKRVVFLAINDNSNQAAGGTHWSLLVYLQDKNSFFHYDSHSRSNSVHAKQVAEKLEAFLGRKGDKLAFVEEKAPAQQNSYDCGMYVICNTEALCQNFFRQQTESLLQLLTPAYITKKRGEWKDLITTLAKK
# NR3A LBD binder: binders of NR3A ligand-binding domain, primary screen, biophysical, differential scanning fluorimetry, uHTS; Glutamate receptor ionotropic, NMDA 3A (GRIN3A) ligand-binding domain; 340,000 compounds, 2.5% hits; AID 1259313, 2017; Tm shift relative to glycine control, % at 25 µM; NR3A LBD differential scanning fluorimetry, Tm shift; 0% = protein alone, 100% = glycine-bound protein;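 active = melting temperature shift of at least 10% of the positive control shift, at one fixed dose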
# MPTP inh: mitochondrial permeability transition pore inhibitors, primary screen, biochemical, isolated mouse mitochondria, absorbance; 360,000 compounds, 1.4% hits; inhibition, % at 10 µM; Ca2+ swelling absorbance, 30 min; AID 602449, 2012;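 active = inhibition of 50% or more, scaled per plate between neutral and stimulator controls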;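 also: 0% = DMSO wells given calcium and 100% = 1 mM EGTA wells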
# ATG4B inhibitor: ATG4B protease inhibitors, primary screen, biochemical, fluorescence, uHTS. Cysteine protease ATG4B (Homo sapiens), Q9Y4P1. inhibition, % at 8.33 µM. ATG4B cleavage of LC3-PLA2, NBD-HPC fluorescence, 1 h. AID 504462, 2011. 340,000 compounds, 0.51% hits; in the data active = inhibition above about 40%
# SENP1 inh: human SENP1 catalytic domain inhibitors, primary screen, biochemical, FRET, uHTS; Sentrin-specific protease 1 (Homo sapiens), Q9P0U3; recombinant SENP1 catalytic domain, CyPet-SUMO1-YPet FRET cleavage; inhibition, % at 10 µM; 360,000 compounds, 0.21% hits; AID 624204, 2012;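 active = inhibition at least 30% at 10 µM, raw YFP signal under a set limit, fluorescence ratio 0.5 to 1.5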;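 also: 0% = enzyme with DMSO and 100% = no enzyme wells; some results filed as inactive read as strong as hits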
# Target sequence (Q9P0U3 419-644 limits assumed): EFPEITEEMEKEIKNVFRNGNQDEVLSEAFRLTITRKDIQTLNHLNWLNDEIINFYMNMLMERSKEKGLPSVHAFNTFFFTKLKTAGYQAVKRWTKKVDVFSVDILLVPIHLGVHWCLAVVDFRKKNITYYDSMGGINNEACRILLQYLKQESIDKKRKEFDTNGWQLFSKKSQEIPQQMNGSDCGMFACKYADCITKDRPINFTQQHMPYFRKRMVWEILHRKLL
#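 Material: hSENP1 catalytic domain, recombinant; medium: Tris pH 8 with BME, BSA, NP40 and catalase; compound: single concentration of 10 µM compound, 0.5% DMSO final; technique: FRET read of cyan and yellow fluorescence; timing: 50 min enzyme reaction, room temperature, light-protected; reagent: SFCypet-SUMO1-SFYpet substrate at 25 nM; control set: no-enzyme low, enzyme-DMSO high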
# SENP6 block: SENP6 protease inhibitors, primary screen, biochemical, luminescence, uHTS; Sentrin-specific protease 6 (Homo sapiens), Q9GZR1; Recombinant SENP6 catalytic domain, aminoluciferin luminescence; inhibition, % at 10 µM; 330,000 compounds, 1.8% hits;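 active = inhibition above about 50% at the single tested dose, limit read from the data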;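 also: plate controls were DMSO wells with enzyme for no effect and DMSO wells lacking enzyme for full effect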
# Target sequence (Q9GZR1 628-1112 limits assumed): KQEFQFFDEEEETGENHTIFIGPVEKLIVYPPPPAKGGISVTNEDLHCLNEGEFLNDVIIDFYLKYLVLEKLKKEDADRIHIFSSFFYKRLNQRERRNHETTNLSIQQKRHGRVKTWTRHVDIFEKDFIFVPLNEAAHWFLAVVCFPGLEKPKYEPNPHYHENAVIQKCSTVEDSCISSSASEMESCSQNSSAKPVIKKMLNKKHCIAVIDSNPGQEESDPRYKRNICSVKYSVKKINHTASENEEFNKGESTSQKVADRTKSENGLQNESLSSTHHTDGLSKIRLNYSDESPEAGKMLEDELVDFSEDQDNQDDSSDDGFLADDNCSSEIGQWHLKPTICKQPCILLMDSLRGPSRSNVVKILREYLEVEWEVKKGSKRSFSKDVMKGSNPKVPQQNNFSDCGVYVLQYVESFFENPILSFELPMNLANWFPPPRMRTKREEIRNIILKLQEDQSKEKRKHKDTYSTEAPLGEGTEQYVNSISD
# hIAP activ: human IAP activators, primary screen, biochemical, luminescence, uHTS. Intestinal-type alkaline phosphatase (Homo sapiens), P09923. purified human IAP, CDP-Star luminescence, 30 min; active compounds read high; 1 = vehicle-only enzyme, 0 = enzyme-free background. activation factor at 10 µM. 330,000 compounds, 0.16% hits. AID 2524, 2010;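 active = activation factor of the enzyme at least 2-fold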; also: the source names both 10 and 20 µM as test concentration; values of inactives mirror those of a sister screen read the other way
# PfG6PD inh: PfG6PD enzyme inhibitors, primary screen, biochemical, fluorescence intensity, uHTS. glucose-6-phosphate dehydrogenase-6-phosphogluconolactonase (Plasmodium falciparum 3D7). PfGluPho enzyme, NADPH resazurin-diaphorase fluorescence. inhibition, % at 20 µM. 350,000 compounds, 0.78% hits. AID 504690, 2011;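 active = inhibition reaching at least a set limit at 20 µM in the primary screen, cut at about 59% in these data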;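 also: 0% = DMSO wells with substrate and 100% = DMSO wells lacking glucose-6-phosphate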
# * = called active by the depositor; i = inactive; / = no result given. Random draw from the library; about 6.7% have a hit in one of these screens.
SMILES,SENP8 block,NR3A LBD binder,MPTP inh,ATG4B inhibitor,SENP1 inh,SENP6 block,hIAP activ,PfG6PD inh
CCc1ccc(N2CC(C(=O)N(CC)CC(=O)Nc3c(F)cccc3F)CC2=O)cc1 (configuration not stated),4,/,-1.1,/,2,/,/,10
CCOc1cc(C#N)c(NC(=O)c2cccnc2Cl)cc1OCC,2,-1,-0.9,-3,-2,8,0.97,-3
O=C1c2cccnc2C(=O)N1c1cccc(-c2nc3ccccc3o2)c1,17,-2,-2.4,-5,1,-8,1.2,-1
COCCN(C(=O)COC(=O)/C=C/c1cccs1)c1c(N)n(Cc2ccccc2)c(=O)[nH]c1=O,4,-1,-1.3,-5,0,-7,1,-14
NC(=O)c1ccc(NC(=O)CCNC(=O)c2ccco2)cc1,31,2,1.5,-8,-2,-2,1.3,1
O=c1c2ccc(Cl)cc2[nH]c(=S)n1CCCN1CCOCC1,0,-1,1.0,2,2,-17,1,2
CCCCNC(=O)C1CCCN(S(=O)(=O)c2ccc(S(=O)(=O)NCC(C)C)cc2)C1 (configuration not stated),10,-2,0.4,-8,0,-6,0.94,-2
O=[N+]([O-])c1ccc(N2CCN(Cc3ccccc3)CC2)s1,31,-1,0.4,4,-20,11,0.76,-7
C=CCN1C(=O)/C(=C/c2ccsc2)SC1=S,46*,-11,-0.1,4,3,-9,0.91,-18
Clc1ccccc1/C=N/NC1=Nc2cccc3cccc1c23,18,19*,-0.8,-2,-7,2,1.3,0
COC(=O)c1ccc(-n2c(C)cc(C(=O)CSc3ccc(NC(C)=O)cc3)c2C)cc1,15,-18,1.6,-2,-2,-7,0.91,18
CN1CCN(CC/C=C2/c3ccccc3Sc3ccc(S(=O)(=O)N(C)C)cc32)CC1,-31,-2,1.6,-6,-18,3,0.88,2
COc1cccc(Nc2nc(N)c([N+](=O)[O-])c(N3CCOCC3)n2)c1,32,1,-0.9,-11,2,-38,0.89,8
COc1cccc(OC)c1C(=O)NC(=O)Nc1c(F)c(F)c(F)c(F)c1F,12,0,4.3,-14,0,-17,0.86,7
N#CCCn1c(=O)n(CCC#N)c2ccccc21,4,0,-0.6,-11,0,0,0.98,16
CCN(CC(=O)Nc1ccccc1OC)C(=O)CCOc1ccc(C(C)(C)C)cc1,4,2,0.0,-10,0,-8,0.9,23
CCN(CC)c1ccc(/C=N/NC(=O)c2nnn(-c3nonc3N)c2CN(C)C2CCCCC2)cc1,i,/,0.0,/,-69,/,/,8
Cc1ccccc1-c1nnc(SCc2ccc(F)cc2)o1,0,13*,2.2,17,-1,-14,1.1,19
COCCCNC(=S)Nc1c(C)cc(C)cc1C,-5,0,1.1,-6,-1,1,0.85,-9
CCOC(=O)/C(C#N)=C/c1ccc(N2CCN(Cc3ccccc3)CC2)cc1,-101,6,0.3,-3,-26,-1,0.9,-2
Cc1ccc(/C=N/NC(=O)C(c2ccncc2)N2CCOCC2)cc1 (configuration not stated),18,3,2.5,-9,0,-10,0.98,1
Cc1ccc(-c2cc(=O)[nH]c(NCc3ccccc3)n2)cc1,3,-1,6.9,9,2,-19,1.3,6
C=CCCN(C(CC(C)C)C(=O)OC)S(=O)(=O)c1ccccc1Br (configuration not stated),10,5,1.5,2,2,-11,0.97,13
O=C(Nc1ccccc1)O/N=C/c1ccncc1,26,-6,31,13,2,-19,1.2,-2
COC(=O)N1CC(=O)N(OC)C1c1ccc(Cl)cc1Cl (configuration not stated),4,1,1.7,-12,1,-13,0.8,4
Cc1cc(=O)[nH]c(SCC(=O)Nc2ccc(S(=O)(=O)N3CCOCC3)cc2)n1,3,3,0.5,-15,1,-7,1.2,-9
CCN(c1ccccc1)S(=O)(=O)c1ccc(Cl)c(NC(=O)COC(=O)c2ccc(O)cc2)c1,16,16*,2.3,-24,2,11,1.1,-10
O=C(NCC(c1ccco1)N1CCc2ccccc2C1)c1cccc(F)c1 (configuration not stated),14,3,-0.1,7,0,-18,0.9,6
CC1C/C(=C/c2cccs2)C(=O)/C(=C/c2cccs2)C1 (configuration not stated),-9,-11,3.2,24,2,-30,0.93,10
COc1ccc(/C=C/C(=O)NC2CCCCC2C)cc1 (configuration not stated),8,0,0.0,7,3,-6,1.1,2
CCC1(c2ccc(F)cc2)NC(=O)N(CC(=O)Nc2ccc(C(N)=O)cc2)C1=O (configuration not stated),-1,-1,-0.4,-4,-10,-7,1,-10
COc1ccc(CN2CCNC(=O)C2CC(=O)NCCc2nc(C)c(C)s2)cc1C (configuration not stated),-34,0,-1.4,10,-13,11,1.3,12
Clc1ccc(C(c2nnnn2C2CCCC2)N2CCN(Cc3ccncc3)CC2)cc1 (configuration not stated),16,-3,-1.2,1,-1,0,1,-2
CN(c1ccccc1)S(=O)(=O)c1ccc(NC(=O)c2nc(S(C)(=O)=O)ncc2Cl)cc1,10,-5,-2.5,6,0,-7,1.1,45
O=S1(=O)CC(N2CCCCC2)C1CN1CCCCC1 (configuration not stated),21,/,-0.3,/,1,/,/,-6
Cc1nc(C)c(C(=O)Nc2nc3c(C)cccc3s2)o1,-57,-2,-4.2,13,-5,11,0.89,18
O=C(CCCN1C(=O)c2ccccc2C1=O)NCCCn1ccnc1,-259,0,1.6,-5,1,-15,0.91,10
COc1cccc(NC(=O)c2ccc(-n3cnnn3)cc2)c1,4,-4,-2.0,-8,1,2,1.1,19
Fc1ccc(C2NCCn3cccc32)cc1 (configuration not stated),7,1,-6.4,0,-4,-4,0.92,4
Cc1cn(C2CCC(CO)O2)c(=O)[nH]c1=O (configuration not stated),16,2,-0.7,-8,2,15,1.1,-7

# 2 of the compounds above, with each value named:
SMILES: CN(c1ccccc1)S(=O)(=O)c1ccc(NC(=O)c2nc(S(C)(=O)=O)ncc2Cl)cc1
- SENP8 block: 10
- NR3A LBD binder: -5
- MPTP inh: -2.5
- ATG4B inhibitor: 6
- SENP1 inh: 0
- SENP6 block: -7
- hIAP activ: 1.1
- PfG6PD inh: 45

SMILES: Clc1ccc(C(c2nnnn2C2CCCC2)N2CCN(Cc3ccncc3)CC2)cc1 (configuration not stated)
- SENP8 block: 16
- NR3A LBD binder: -3
- MPTP inh: -1.2
- ATG4B inhibitor: 1
- SENP1 inh: -1
- SENP6 block: 0
- hIAP activ: 1
- PfG6PD inh: -2

# (continued)
SMILES,SENP8 block,NR3A LBD binder,MPTP inh,ATG4B inhibitor,SENP1 inh,SENP6 block,hIAP activ,PfG6PD inh
Cc1ccc(C)c(Cn2nnc3c(=O)[nH]c(C(=O)NCc4ccco4)nc32)c1,4,0,-3.5,17,-3,1,0.83,-16
CCOCCCNC(=O)c1cn(CC)c2ccc(S(=O)(=O)N3CCC(C)CC3)cc2c1=O,14,0,0.7,5,0,5,0.87,10
CCOC(=O)C(C(C)=O)C(c1ccc(OC)cc1)C(C(C)=O)C(=O)OCC (configuration not stated),20,0,-3.1,-2,0,-8,1.1,-6
O=C(NCc1ccncc1)C1COc2ccccc2O1 (configuration not stated),17,1,-4.7,-10,-1,-20,1,-13
COc1ccc(S(=O)(=O)Nc2cccc3c2O[C@@H](CN(C)CC2CC2)[C@@H](C)CN([C@@H](C)CO)C3=O)cc1,17,-1,0.2,1,-1,-7,0.96,-6
COc1cc(CN2C(=S)NC(C)(C)CC2(C)O)cc(OC)c1 (configuration not stated),-2,2,-0.4,3,3,-5,1,-29
CC[C@@]1(C(=O)OC)N[C@H](CN(C)C(=O)COC)[C@@H]2C(=O)N(Cc3ccccc3)C(=O)[C@@H]21,5,-2,-0.8,-7,1,-7,1.1,1
COc1ccc(C(C)=O)cc1CN1C(=O)NC2(CCCCC2)C1=O,16,1,-2.8,-2,1,-24,0.97,-20
COCCN(CC(=O)NCC1CCCO1)C(=O)CCC(=O)Nc1cc(C)ccn1 (configuration not stated),21,-1,0.0,0,2,-6,0.86,-20
Cc1ccc(-n2c(=O)c3c4c(sc3n(Cc3cc(=O)n5ccccc5n3)c2=O)CCC4)cc1C,-45,-6,2.8,10,2,-2,0.95,27
Cc1ccc(/C=C/C(=O)NCc2ccncc2)cc1,-3,-7,-2.0,-6,-4,-6,0.92,10
O=C1N(O)C2(C=CCCC2)/C(=N\O)C12CCCCC2 (configuration not stated),14,2,-0.1,-3,1,-13,1.1,-3
Cc1cc(S(=O)(=O)NC2CCN(Cc3ccccc3)CC2)c(C)cc1Cl,7,1,0.0,-16,2,8,1,-2
COC(=O)c1cc(NC(=O)CN2CCC(C(N)=O)(N3CCCCC3)CC2)cc(C(=O)OC)c1,10,-2,0.0,3,1,-11,0.96,6
COc1cccc(NC(=O)CN(C)C(=O)c2cc(S(=O)(=O)Nc3ccccc3OC)ccc2C)c1,6,3,-0.4,-7,-1,/,/,6
COC(=O)[C@@H]1C[C@@]2(O)[C@@H](O)[C@@H](O)[C@@H](O)C[C@H]2N1Cc1ccc(Cl)cc1,-1,1,-1.2,-9,-1,6,0.89,-6
CCOC(=O)N1CCN(C(=O)c2ccc3c(c2)N(Cc2cccc(Cl)c2)C(=O)c2ccccc2S3=O)CC1 (configuration not stated),2,1,0.3,-11,2,-15,0.98,7
COc1ccc(CN2C(=O)c3ccccc3C(/C=N\OCc3ccc(C)cc3)C2=O)cc1 (configuration not stated),-225,5,5.6,28,-35,35,1.1,13
Cc1ccc(S(=O)(=O)N/N=C/c2cccc3c2OCCO3)cc1,-6,0,1.7,-7,2,-3,1,-8
O=C1SC(Cc2ccccc2)C(=O)N1c1ccccc1 (configuration not stated),22,1,8.1,-4,2,-4,1.2,-2
CN(C)C(=S)Nc1ccc([N+](=O)[O-])cc1,14,-1,-0.5,3,3,-9,0.97,5
Cc1ccc(C(=O)c2cc([N+](=O)[O-])ccc2N2CCCCC2)c(C)c1,15,-3,3.7,-6,-11,19,1.3,35
CN(C)c1ccc(C(CNS(=O)(=O)c2ccc3ccccc3c2)c2c[nH]c3ccccc23)cc1 (configuration not stated),-5,16*,-3.1,11,4,-10,1.1,7
COc1ccccc1C(=O)Nc1ccnn1C1CCN(CCC(C)c2ccc(C)o2)CC1 (configuration not stated),5,-3,-1.0,21,-13,-1,0.92,20
Cn1cc[n+](C)c1COc1ccc(C=O)cc1,12,2,0.6,6,1,-2,0.96,-11
COc1cccc(-c2nc3n(n2)C(c2ccccc2Cl)C(C(N)=O)=C(C)N3)c1 (configuration not stated),-33,1,-2.1,-1,-25,-13,1,22
CCOC(=O)c1sc(NC(=O)c2cc3n(n2)C(C(F)(F)F)CC(c2cccs2)N3)c(C(=O)OCC)c1C (configuration not stated),-477,-3,0.9,-2,-16,-4,1.1,13
CN1CCN(CP(=O)(N2CCOCC2)N2CCOCC2)CC1,25,-1,-2.1,-6,3,15,0.93,-4
Cc1nnc(SCC(=O)NNC(=O)C(C)C)[nH]c1=O,11,-1,-0.2,8,1,7,0.93,-15
COc1ccc(/C=C(/NC(=O)c2ccccc2)C(=O)NCCCn2ccnc2)cc1OC,-1,0,-3.4,-2,1,9,0.97,3
